mcGAS inh = inhibitors of mouse cGAS; Q8C6L5; recombinant cGAS, Kinase-Glo ATP depletion luminescence; inhibition, % at 12.5 µM; 160,000 compounds, 0.15% hits; AID 1259399;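 note: 0% = negative control wells and 100% = reference inhibitor with no enzyme activity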
hcGAS inh = human cGAS inhibition; Q8N884; recombinant h-cGAS, ATP depletion, Kinase-Glo luminescence; inhibition, % at 12.5 µM; 290,000 compounds, 0.081% hits;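 note: 0% = vehicle reaction and 100% = reaction without DNA for no activity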
Target sequence (Q8N884 whole entry, looked up): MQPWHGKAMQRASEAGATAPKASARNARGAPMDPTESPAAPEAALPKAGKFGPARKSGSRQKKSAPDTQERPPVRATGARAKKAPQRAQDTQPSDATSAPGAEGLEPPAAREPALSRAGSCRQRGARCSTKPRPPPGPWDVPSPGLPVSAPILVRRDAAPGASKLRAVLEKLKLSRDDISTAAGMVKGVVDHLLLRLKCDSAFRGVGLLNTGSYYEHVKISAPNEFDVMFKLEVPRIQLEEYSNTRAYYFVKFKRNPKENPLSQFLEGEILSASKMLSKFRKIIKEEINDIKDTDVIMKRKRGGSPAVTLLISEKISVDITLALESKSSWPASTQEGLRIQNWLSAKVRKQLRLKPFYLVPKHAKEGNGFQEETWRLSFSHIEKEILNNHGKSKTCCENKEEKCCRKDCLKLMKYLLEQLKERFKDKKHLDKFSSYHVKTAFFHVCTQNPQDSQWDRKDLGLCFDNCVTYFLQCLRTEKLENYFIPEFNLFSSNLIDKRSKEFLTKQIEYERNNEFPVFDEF
NPYLR7 ag = activates Aedes aegypti NPYLR7 receptor | HEK293T NPYLR7/Galpha15, GCaMP6s calcium fluorescence | activation, % at 10 µM | 270,000 compounds, 0.15% hits | AID 1259423; in the data active = activation above about 40%;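 note: 0% = vehicle and 100% = reference agonist at the receptor; some compounds past the cut are filed as inactive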
* = called active by the depositor; nt = not tested or not shown; & = joins results of further samples. Cut-off read from the data, not from the text of the source, unless noted: active = inhibition above about 40%; inactive = the rest.

structure,mcGAS inh,hcGAS inh,NPYLR7 ag
Cc1ccc(NC(=O)CNC(c2cccnc2)c2ccc(C)c(C)c2)c(C)c1 (centres undefined),nt,-5,-5
Fc1cc(F)cc(C2C=C(c3ccco3)Nc3ncnn32)c1 (centres undefined),nt,8,78*
N#Cc1ccc(CSCc2nc(-c3ccccc3)no2)cc1,nt,-4,3
CCc1nn(CCO)cc1C(=O)O,nt,-4,7
CCC(CC)N(CC)C(=O)c1ccc(=O)[nH]n1,-10,2,-9
Cc1cc(NC(=O)COc2ccccc2C)n(-c2nc(-c3cccs3)cs2)n1,-11,-2,-8
CC(=O)Nc1ccc(NC(=O)C(C)Sc2nnc(COc3ccc(F)cc3)o2)cc1 (centres undefined),nt,-4,11
Cc1nc(SCC(=O)Nc2ncccn2)n[nH]1,-3,7,-8
COc1ccccc1-n1nnnc1SC1CC(C)OC1=O (centres undefined),nt,-7,13
CC(=O)c1c(C)[nH]c(C(=O)C(C)OC(=O)c2ccc(Cl)cc2F)c1C (centres undefined),nt,-9,24
COc1cccc(-c2cnc(-c3ccc(CNC(=O)c4cc(C)nc(Cl)c4)cc3)[nH]2)c1,-5,-4,-6
CCCc1nc(N2CCCN(C(=O)COC)CC2)c2cnn(-c3ccccc3)c2n1,-7,-5,nt
CC(=O)Nc1cccc(C(=O)NC2CC(=O)N(CCc3ccccc3)C2)c1 (centres undefined),nt,-10,5
O=C(Nc1cc(Cl)ccc1Oc1ccc(Cl)cc1)C1CCS(=O)(=O)C1 (centres undefined),nt,-9,0
O=c1[nH]c(/C=C/c2ccc(F)cc2)nc2sc3c(c12)CCC3,-7,1,8
Cn1c(N)c(C(=O)COC(=O)c2cc3c(s2)CCC3)c(=O)n(C)c1=O,nt,-9,7
CN(C)c1nc(-c2ccncc2)nc2c1CCN(C(=O)c1cnccn1)C2,-14,-7,1
CC1CN(C)CCN1CCOc1ccc(S(N)(=O)=O)cc1 (centres undefined),-15,-7,19
Cc1nc2ccc(C(=O)N3CCCC(C(N)=O)C3)cn2c1N(C)C(=O)CCc1ccccc1 (centres undefined),-4,-6,20
Cc1ccc2c(=O)cc(C(=O)NCc3cccnc3-n3ccnc3)oc2c1,nt,-4,4
COC(=O)C1(C(F)(F)F)N=C(C2CCCCC2)OC(N(C)C)=N1 (centres undefined),nt,-13,-5
Cc1ccccc1CSc1ncc(CO)n1CC(N)=O,nt,-2,2
CCN(C(=O)c1cc(Cl)nc(NC)c1)c1nc(C)cs1,nt,-3,-2
COc1ccc(-c2csc(=Nc3ccc(F)cc3)n2NC(=O)CNc2ncc(C(F)(F)F)cc2Cl)cc1,1,0,-6
CN(CC1(C)CCOCC1)S(=O)(=O)c1cn(C)cn1,-4,-2,nt
CCCc1cc(=O)[nH]c(Sc2c(-c3ccccc3)c3cc([N+](=O)[O-])ccc3[nH]c2=O)n1,nt,-2,-15
O=C(O)CNc1cccc(C(=O)NCCN2CCCCC2)c1,nt,-5,1
C#CCSc1nnc(-c2ccc(OC)cc2)n1-c1ccc(C)cc1,-3,-1,-11
COC(=O)CCc1sc(NC(=O)CSC(=S)N2CCOCC2)nc1-c1ccc(OC)cc1,-5,-3,0
CN(Cc1csc(-c2ccccc2)n1)Cc1ncccc1C(=O)O,-14,-4,23
CCOC(=O)c1c(NC(C)=O)c(-c2ccc(OC)cc2)cn1Cc1ccccc1,-6,-3,4
COc1ccc(Cl)cc1C(CC(C)C)NC(=O)c1n[nH]c(=O)[nH]1 (centres undefined),-16,-5,0
Nc1nnc(SCC(=O)Nc2nnc(-c3ccccc3Cl)s2)s1,2,5,3
Cc1nc(NS(=O)(=O)c2ccc(F)c(F)c2)n(-c2ccc(C#N)cc2)n1,nt,-8,8
CCn1nc(C)cc1C(=O)OCc1nc(C)c(C)s1,nt,-9,9
CN(Cc1cc(-c2ccccc2)no1)Cc1cnn(C)c1C1CC1,nt,-5,8
O=C(N[C@@H]1CCCCC1NC(=O)C1CCN(C(=O)C2CCCCC2)CC1)c1ccc(F)cc1 (some centres undefined),-6,-5,4
O=C1CCC(C(=O)NCc2cccnc2N2CCOCC2)=NN1,nt,-10,2
CCn1ccnc1S(=O)(=O)Cc1ccc(Cl)c(Cl)c1,nt,-5,2
Cc1ccn2c(NC(C)(C)CC(C)(C)C)c(-c3ccccc3OS(=O)(=O)c3ccc(F)cc3)nc2c1,-5,-8,16
O=C(O)CCCCCNc1nnc(Cl)c2ccccc12,-1,-3,-4
CCN(CCN(C)C)C(=O)c1ccc2nc(C)c(N(C)C(=O)CCc3ccccc3)n2c1,-3,-6,20
CCOc1ccc(NC(=O)CCOc2ccc(C)cc2)cc1S(N)(=O)=O,-15,-9,0
CC(C)CC(=O)N(Cc1ccc(OS(=O)(=O)C(C)C)cc1)CC1CCCO1 (centres undefined),-11,-3,nt
O=C1NC2(CCN(Cc3ccncc3)CC2)Nc2ccc(Cl)cc21,-6,-8,-1
Cc1ccc(C(=O)Nc2ccc(N3CCN(S(=O)(=O)c4cccs4)CC3)nc2)cc1,2,4,9
CCn1c(=O)c2c(nc3n2CC(C)=NN3CCc2ccccc2)n(C)c1=O,-2,2,-5
CCC(=O)N(c1nnc(SCC(=O)Nc2sc3c(c2C#N)CCC3)s1)C1CC1,nt,-6,4
COc1cc(C(=O)Nc2ncccc2C)cc(Cl)c1OCC(C)C,nt,-5,4
O=C(CC1C(=O)NCCN1Cc1ccc(F)cc1Cl)NCC1CCCCC1 (centres undefined),-9,-5,nt
CCOc1cccc(-c2cc(C(=O)N3CCN(c4ccc(F)cc4)CC3)c3ccccc3n2)c1,-2,1,-8
CCCCCOc1ccc(C(=O)N2CCN(c3cccc4[nH]ccc34)CC2)cc1OCCCCC,-4,-6,-6
COCC(=O)N1CCCN(Cc2ccc(CO)o2)CC1,nt,-5,4
Cc1cc(C(=O)N2CCN(S(=O)(=O)c3ccc(Br)cc3)CC2)c(C)s1,nt,-7,4
CCCCc1nc(N2CCN(C(=O)c3ccccc3Cl)CC2)c2c(C)nn(-c3ccc(F)cc3)c2n1,-7,-4,-10
Cc1nc2onc(OCC(=O)OCc3ccccc3)c2c(C)c1C,nt,-3,2
CCC[C@@H]1CN(Cc2nc[nH]c2C)C[C@H]1N(C)C,-6,-13,nt
COc1cccc(CNC(=O)N2CCN3CCNC(=O)C3C2)c1 (centres undefined),-12,-2,4
Cc1ccc2c(c1)CCN1C(=O)CN(C(=O)C(=O)c3c[nH]c4ccccc34)CC21 (centres undefined),-7,-4,39
CC(CNC(=O)OC(C)(C)C)N(C)C(=O)c1scnc1Cl (centres undefined),nt,-5,0

Further compounds.
structure,mcGAS inh,hcGAS inh,NPYLR7 ag
CC(C)CC(=O)NNC(=O)C(C)N1CCCCC1C1OCCO1 (centres undefined),nt,-8,0
O=S(=O)(Nc1ccc(Nc2cc(-n3ccnc3)ncn2)cc1)c1ccccc1Cl,-1,7,-17
CC(C)c1nc2n(n1)CCCC2NC(=O)COc1ccc(CC#N)cc1 (centres undefined),nt,-4,0
CCc1nc2ccc(C(=O)NC3CCN(Cc4ccccc4)CC3)cn2c1N(C)C(=O)c1cccc(OC)c1,3,4,-1
N#CC1C(=N)SC(=N)C(C#N)C1c1ccc([N+](=O)[O-])cc1 (centres undefined),nt,4,-3
CNS(=O)(=O)c1csc(C(=O)OCc2sc(C)nc2C)c1,nt,-7,1
Cc1ccc(NC(=O)CSc2nc3c(c(=O)n2Cc2ccccc2)SCC3)c(C)c1,-8,-6,3
Cc1cc2ncc(C(=O)NCCCOC(C)C)c(C)n2n1,nt,-3,1
CCN(CC)S(=O)(=O)c1ccc(NC(=O)CN2C(=O)NC(C)(c3ccc(C#N)cc3)C2=O)cc1 (centres undefined),nt,1,-4
O=C(CSc1nnnn1-c1ccccc1)Nc1ccc(Br)cc1,-1,-1,-10
CCN(CC)c1nc(-c2ccc(Oc3ccccc3)cc2)nc2ccccc12,-5,-4,0
CCc1ccc(-c2nc(CN(CCO)C(C)C)cs2)cc1,nt,-10,3
c1ccc(Cc2nc(CCOc3ccccc3)n[nH]2)cc1,-13,-6,-5
O=C(CC12CC3CC(C1)CC(CC(=O)Nc1ccccc1[N+](=O)[O-])(C3)C2)Nc1ccccc1[N+](=O)[O-],2,5,-8
CSc1ccc(C(=O)CCC(=O)N2CCN(S(=O)(=O)c3cc(C(N)=O)n(C)c3)CC2)cc1,-5,-3,1
Cc1nc2sc3c(c2c2nncn12)CCCC3,nt,1&-1,1&2
O=c1c2ccccc2nc(-c2cc(C(F)(F)F)ccc2F)n1Cc1cccc(Cl)c1,-4,1,7
Cn1c(-c2ccc(F)cc2)n[nH]c1=S,nt,-6,-9
Cc1nccc(CNC(=O)NCCSCc2cccs2)n1,nt,-4,2
CN(C)c1ccc(NC(=O)C(C)(C)Oc2ccc(Cl)cc2)cn1,-13,-19,9

Sorted by heavy-atom count (descending): part of the list above
structure,mcGAS inh,hcGAS inh,NPYLR7 ag
O=c1c2ccccc2nc(-c2cc(C(F)(F)F)ccc2F)n1Cc1cccc(Cl)c1,-4,1,7
CCN(CC)c1nc(-c2ccc(Oc3ccccc3)cc2)nc2ccccc12,-5,-4,0
Cc1nccc(CNC(=O)NCCSCc2cccs2)n1,nt,-4,2
Cc1nc2sc3c(c2c2nncn12)CCCC3,nt,1&-1,1&2

Next structures follow:
structure,mcGAS inh,hcGAS inh,NPYLR7 ag
COc1cc2ccccc2cc1C(=O)NC(=S)Nc1ccccc1O,-2,0,-12
CC(=O)CCCCCC(=O)NCC1COc2ccccc2O1 (centres undefined),nt,-4,-7
COc1ccc(OC)c(C(C)NC(=O)CSc2nc3ccccc3o2)c1 (centres undefined),nt,2,-14
CCc1cnc(C)nc1N1CCC(O)(Cn2ccnc2)CC1,nt,-11,15
COc1cc(OC)cc(C(=O)Nc2cccc(-c3ccc(N4CCCC4)nn3)c2)c1,-6,0,-1
O=C1NC2(CCN(C(=O)Cc3cccs3)CC2)Nc2ccccc21,-3,-2,0
Cc1ccc(Cl)c2sc(N(CCCN3CCOCC3)C(=O)c3ccn(C)n3)nc12,-8,-6,nt
Cc1nc2n(n1)C(=O)C(C(c1ccccc1Cl)N1CCN(c3ccccc3)CC1)S2 (centres undefined),-6,-5,6
CCC(=O)Nc1ccc(-c2ccc(OC)nc2)c(C)n1,nt,-4,9
Cc1cc(C)cc(-n2c(SCC(=O)Nc3ccccc3)nc3c(c2=O)SCC3)c1,-7,-1,-1
CSC(C)(C)CNC(=O)N(C)CC1CCCO1 (centres undefined),nt,-6,3
CC(=O)NC1=NN(C(C)=O)C2(S1)C(=O)N(CCOc1ccc(C)cc1)c1c(C)cccc12 (centres undefined),-5,-3,1
O=C(c1ccccc1F)N(Cc1nccn1Cc1ccc(F)cc1)C1CC1,-4,4,7
O=C(Nc1cccc2cccnc12)N1CCOCC1CC(O)c1cccs1 (centres undefined),nt,-10,2
O=C(COc1ccccc1F)Nc1ccc2c(c1)OC(F)(F)O2,nt,1,1
Cc1ccccc1OCc1nn2c(C(F)(F)F)nnc2s1,nt,0,2
COc1cccc(C2SCCN2C(=O)Nc2cccc3ccccc23)c1OC (centres undefined),3,4,-11
CC(Sc1nnc(Nc2ccccc2)s1)C(=O)NCc1ccco1 (centres undefined),nt,-3,7
Cc1n[nH]c(C)c1Sc1ccccc1NC(=O)CCCn1cncn1,-12,-3,-2
Cc1sc2ncnc(SCc3ccccc3)c2c1C,-6,-7,-4

Grouped by structure, the compounds so far with a tert-butyl group (2)
structure,mcGAS inh,hcGAS inh,NPYLR7 ag
Cc1ccn2c(NC(C)(C)CC(C)(C)C)c(-c3ccccc3OS(=O)(=O)c3ccc(F)cc3)nc2c1,-5,-8,16
CC(CNC(=O)OC(C)(C)C)N(C)C(=O)c1scnc1Cl (centres undefined),nt,-5,0

(list continues)
structure,mcGAS inh,hcGAS inh,NPYLR7 ag
O=C(CCNC(=O)c1ccc(F)cc1)NC1(Cc2ccccc2)CC1,nt,-6,1
C#CCSc1nc2c(cnn2CCO)c(=O)[nH]1,nt,-8,3
Cc1nc2ccc(C(=O)NCCN3CCNC3=O)cn2c1N(C)C(=O)CCc1ccccc1,-2,-7,9
CN1CCN(c2ncccc2CNC(=O)c2ccc(C3CCCO3)s2)CC1 (centres undefined),-11,-6,-2
CN[C@H](C(=O)N[C@H]1C[C@@](O)(C(=O)N[C@H](CC(C)C)C(N)=O)C[C@@H](O)[C@@H]1O)C(C)C,1,1,-10
CCCCS(=O)(=O)CC(COC(=O)c1ccc(C)cc1)S(=O)(=O)CCCC (centres undefined),nt,-1,2
CC(=O)/C(=C\c1ccccc1)CC(=O)O,-1,-1,-6

Screening data (PubChem BioAssay)
